# Bioassay records as filed in PubChem.
# RAD54 inh – inhibitors of human RAD54 branch migration; inhibition, % at 10.4 µM; 0.14% of 360,000 active; RAD54 Holliday junction branch migration, FAM/BHQ fluorescence;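 active = mean normalized replicate activity at least 40 and at least half of replicates scoring 40 or more; inconclusive = only one of the two criteria met; inactive = mean below 40 and under half of replicates reaching 40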;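 also: 0% = median of neutral control wells and 100% = median of positive control wells; inhibitors cause a drop in the FAM fluorescence signal; in these data hits start at about 50%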
# Cneo AK release – Cryptococcus neoformans lysis via adenylate kinase release. C. neoformans lysis, adenylate kinase release luminescence, 4 h; normalised: neutral wells 0, clomiphene wells 100. lysis activity, % at 15 µM. 0.2% of 360,000 active;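 active = mean lysis activity across replicates of at least 80%, whatever share of replicates individually reach that level; inactive = mean lysis activity below 80%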
#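 Test system: log-phase Cryptococcus neoformans yeast cells; Quantity: yeast cell density of 5 × 10^6 cells/mL; Buffer or medium: YPD; Doses: single compound concentration per well; Timing: 4 h at 37 °C static, read 1 h later; Measured by: AK luminescence; Read-out basis: lysis from increased AK signal; Control set: Clomiphene as positive control.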
# E-selectin induc – induces E-selectin expression in human endothelial cells; P16581; HUVEC E-selectin immunofluorescence imaging; normalized: neutral wells 0, TNF-alpha wells 100; activation, % at 7.58 µM; 0.37% of 260,000 active; AID 686992;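 active = mean E-selectin-positive cell signal at least 10% of the positive control, reached in at least 60% of replicates, without over 20% cell loss; inconclusive = no rule given, readout overlaps actives, possibly toxicity-flagged; inactive = the rest, including those meeting only one limit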;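 also: in these data hits start at about 27%; measured in HUVEC primary endothelial cells; signal is the percent of cells scored E-selectin positive by PE staining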
#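 Test system: HUVEC; input: 3,000 HUVEC/well; measured by: immunofluorescence imaging; read-out: % PE-positive cells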
# PGC1a acetyl inh – modulators of PGC1a acetylation | 0.17% of 350,000 active | inhibition, % at 15.6 µM | U2OS PGC1a acetylation, AlphaScreen anti-acetyl-lysine; with virally co-expressed GCN5 acetyltransferase | AID 651687;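 active = every replicate shows inhibition of at least 40%; inconclusive = mean inhibition at least 40% but some replicate below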;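 also: 0% = neutral control wells and 100% = positive control wells; some results beyond the cut were filed as inactive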
# RAD52 inh – blocks human RAD52 DNA annealing; recombinant RAD52 DNA annealing, FRET fluorescence; 0.46% of 360,000 active; inhibition, % at 18.7 µM; P43351;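 active = every replicate showing at least 50% inhibition; inconclusive = mean inhibition at least 50% but not in every replicate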
# miR122 inh – inhibitors of miR-122 in Huh7 cells; AID 602342; 0.3% of 340,000 active; Huh7 miR-122 Renilla luciferase sensor, 48 h; neutral wells = 0, positive control = 100; activation (reporter increase), % at 12.5 µM;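 active = mean replicate activation score at least 90 and every replicate individually at or above 90; inconclusive = only one of the two criteria met; inactive = neither criterion met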;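 also: higher luciferase means less miR-122 activity so hits act as miR-122 inhibitors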
# ERAP1 inh – blocks human ERAP1 aminopeptidase activity; AID 652197; 0.15% of 340,000 active; Q9NZ08; inhibition, % at 10.7 µM; recombinant ERAP1, Leu-AMC fluorescence, 60 min;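 active = mean replicate inhibition of at least 30%, or all replicates individually reaching that 30% level; inactive = mean below 30% and not every replicate reaching it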;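 also: 0% = neutral control wells and 100% = L-leucinethiol positive control wells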
# Target sequence (Q9NZ08 whole entry, looked up): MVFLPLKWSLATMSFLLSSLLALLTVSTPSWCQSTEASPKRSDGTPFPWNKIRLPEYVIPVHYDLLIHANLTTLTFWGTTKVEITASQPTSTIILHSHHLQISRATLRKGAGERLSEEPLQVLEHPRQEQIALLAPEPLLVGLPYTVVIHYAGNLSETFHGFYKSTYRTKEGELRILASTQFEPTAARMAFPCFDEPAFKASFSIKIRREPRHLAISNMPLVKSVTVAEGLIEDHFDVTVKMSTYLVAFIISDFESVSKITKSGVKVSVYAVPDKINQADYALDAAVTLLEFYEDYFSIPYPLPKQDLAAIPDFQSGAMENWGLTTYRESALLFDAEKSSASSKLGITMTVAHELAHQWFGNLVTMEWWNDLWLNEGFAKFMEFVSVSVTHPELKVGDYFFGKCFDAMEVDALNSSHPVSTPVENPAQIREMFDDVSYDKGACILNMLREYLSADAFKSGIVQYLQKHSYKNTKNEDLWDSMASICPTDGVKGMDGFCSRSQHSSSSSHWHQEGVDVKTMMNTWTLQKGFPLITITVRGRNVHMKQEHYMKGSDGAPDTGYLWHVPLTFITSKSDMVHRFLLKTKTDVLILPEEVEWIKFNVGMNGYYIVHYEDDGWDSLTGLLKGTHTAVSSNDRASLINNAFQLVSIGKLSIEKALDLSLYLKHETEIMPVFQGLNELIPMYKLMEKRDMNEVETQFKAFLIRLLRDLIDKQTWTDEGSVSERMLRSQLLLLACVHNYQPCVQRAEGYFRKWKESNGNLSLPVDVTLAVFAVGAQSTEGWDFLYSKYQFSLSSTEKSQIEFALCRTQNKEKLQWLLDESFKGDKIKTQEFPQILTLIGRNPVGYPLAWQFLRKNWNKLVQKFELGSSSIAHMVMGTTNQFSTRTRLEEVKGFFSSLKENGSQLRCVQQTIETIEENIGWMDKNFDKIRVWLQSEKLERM
# PglD inh – blocks C. jejuni PglD acetyltransferase activity; inhibition, % at 12.5 µM; 0.098% of 360,000 active; purified PglD enzyme, DTNB colorimetric CoA detection; in the data active = inhibition above about 16%, passing the limit was not always enough; inconclusive = no clear call, values can overlap the other calls; also: strong numbers were not always called active
# * marks the source's active call; other numbers are inactive results; ? = inconclusive; nt = not tested or not shown; [ ] = another dose, or the depositor's remark.
SMILES,RAD54 inh,Cneo AK release,E-selectin induc,PGC1a acetyl inh,RAD52 inh,miR122 inh,ERAP1 inh,PglD inh
CCC(C(=O)NCc1ccncc1)c1ccccc1 (stereo not given),2,3,nt,nt,-4,-28,-1,3
CCC1CCCCN1C(=O)COc1cc(=O)n(C)c2ccccc12 (stereo not given),-2,0,nt,6,-5,7,-2,-3
COC(=O)CSc1nnc(SCc2ccc(Cl)cc2)s1,11,2,nt,-4,nt,3,nt,4
CC(O)(c1ccc(F)c(F)c1)c1nc(-c2ccc(F)c(Cl)c2)cs1 (stereo not given),-1,-3,-0.3,-9,-13,0,2,-1
Cc1cccc(CCNC(=O)C2CCC(=O)N2Cc2ccc(F)cc2)c1 (stereo not given),14,-2,nt,-2,-12,10,-1,1
COc1cccc(CNC(=O)CSc2ccc(-c3ccccn3)nn2)c1,nt,nt,0.3,-4,-19,-5,nt,nt
Cc1cc(NC(=O)CSc2nnc(-c3ccco3)n2Cc2ccccc2)no1,-15,1,nt,8,nt,-16,nt,1
C[C@@H]1CN([C@H](C)CO)C(=O)c2cc(N(C)C)ccc2O[C@@H]1CN(C)Cc1ccc(C(=O)Nc2ccccc2N)cc1,-2,1,nt,7,7,220*[16.7 µM],-1,1
CC(C)NC(=O)NS(=O)(=O)c1cnccc1NC1CC2CCC1C2 (stereo not given),1,0,nt,5,nt,4,nt,0
Cc1ccccc1Cn1c(O)c(N=NC(=S)Nc2ccccc2F)c2ccccc21,nt,nt,2.7,-3,-6,nt,2,nt
Cc1ccc(C(=O)Nc2c(N)nc(SCC(=O)NCC3CCCO3)[nH]c2=O)cc1 (stereo not given),-3,-4,-4.1,nt,0,-3,0,-5
COC(=O)c1cc(OC)c(OC)cc1NC(=S)N1CCCCC1,-20,-1,nt,4,4,-1,3,0
CCn1c(C)c(CS(=O)(=O)c2ccccc2)[nH]c1=O,nt,nt,nt,7,4,-1,2,nt
O=C(CN1CCN(c2ccccc2O)CC1)Nc1ccc([N+](=O)[O-])cc1Br,2,3,1.4,nt,-10,2,3,-4
COc1ccc(NC(=O)N[C@@H]2CC[C@H](CCNS(=O)(=O)c3cccc(Cl)c3)O[C@H]2CO)cc1,-3,1,-0.4,-4,3,nt,5,-4
COc1ccccc1CNS(=O)(=O)c1c(C)[nH]c(=O)[nH]c1=O,-11,2,nt,1,-6,nt,0,-3
COc1ccc2c(=O)c3ccccc3oc2c1,-1,-2,nt,-4,-11,-6,nt,2
NC(=O)NC(=O)CSc1nc(-c2ccccc2)c(-c2ccccc2)n1CC1CCCO1 (stereo not given),-6,1,nt,1,nt,-7,nt,6
Cc1cccc(C(=O)N/C(=C/c2ccco2)C(=O)N2CCCCCC2)c1,-11,-1,nt,-12,-38,3,0,-5
O=C(O)Cn1cc(/C=c2/sc3nc4ccccc4n3c2=O)c2ccccc21,nt,nt,-2.0,2,-184,nt,1,nt
CN(C)C(=O)c1ccc(NC(=O)CN2CCc3cc4c(cc3C2)OCCCO4)cc1,3,0,nt,-13,-5,2,-7,4
O=C(c1nc2ncccn2n1)N1CCc2ccccc2C1,-2,6,nt,5,nt,-1,nt,-8
O=C(Nc1ncccc1O)c1cccc(S(=O)(=O)N2CCN(c3ccc(F)cc3)CC2)c1,-7,nt,2.2,-3,-16,-8,0,4
CSc1nc(SCC(=O)NCc2ccco2)c2c3c(sc2n1)CN(C)CC3,12,3,nt,12,-10,1,0,-4
CCCN(CCC)C(=O)CCS(=O)(=O)c1cccc2nsnc12,8,1,nt,-5,nt,17,nt,9

# Grouped by structure: the compounds so far with a Cl atom (three)
SMILES,RAD54 inh,Cneo AK release,E-selectin induc,PGC1a acetyl inh,RAD52 inh,miR122 inh,ERAP1 inh,PglD inh
COC(=O)CSc1nnc(SCc2ccc(Cl)cc2)s1,11,2,nt,-4,nt,3,nt,4
CC(O)(c1ccc(F)c(F)c1)c1nc(-c2ccc(F)c(Cl)c2)cs1 (stereo not given),-1,-3,-0.3,-9,-13,0,2,-1
COc1ccc(NC(=O)N[C@@H]2CC[C@H](CCNS(=O)(=O)c3cccc(Cl)c3)O[C@H]2CO)cc1,-3,1,-0.4,-4,3,nt,5,-4

# The listing continues.
SMILES,RAD54 inh,Cneo AK release,E-selectin induc,PGC1a acetyl inh,RAD52 inh,miR122 inh,ERAP1 inh,PglD inh
O=C(c1ccncc1)N1CC2(C1)[C@H](c1ccccc1)[C@@H](CO)N2CC1CCOCC1,nt,nt,0.0,5,-3,nt,-5,nt
CCCCn1nnnc1SCC(=O)N1CCCC1,-1,-3,nt,3,nt,-3,nt,3
CC(C)Cc1nnc(NC(=O)CCC(=O)N2CCN(c3ccc([N+](=O)[O-])cc3)CC2)s1,6,4,nt,0,-29,-2,2,-7
C[C@@H]1CCCCO[C@@H](CN(C)Cc2ccc(Cl)c(Cl)c2)[C@H](C)CN([C@@H](C)CO)C(=O)c2cc(NC(=O)Cc3ccccc3)ccc2O1,-3,-1,0.2,nt,-26,-17[16.7 µM],0,-1
Cc1nc2ccccc2n1CCN1CCOCC1,8,-2,nt,-11,-11,6,0,-5
Cc1ccc2nc(-c3ccccc3C)oc(=O)c2c1,-1,0,nt,nt,-15,nt,0,-1
COc1cc2[nH]c(=S)nc(NCc3cccc(Cl)c3)c2cc1OC,2,2,0.2,-21,29,49,1,-5
CC1CC(C)CN(c2ccc(NS(=O)(=O)c3ccccc3)cc2C(=O)O)C1 (stereo not given),0,-1,-0.2,nt,-14,nt,3,0
CCC(=O)N1[C@@H]2c3ccc(-c4cccnc4)c(=O)n3C[C@H]1[C@H](CO)[C@H]2C(=O)NC1CCC1,7,-1,-0.5,nt,-4,-2[16.7 µM],-2,1
COC(=O)c1c(NC(=O)c2cccc(S(=O)(=O)N3CCN(C)CC3)c2)sc(C)c1C,8,2,1.9,-13,-28,-8,-2,3
O=C(Cn1cnc2c(OCc3ccccc3)ncnc21)N1CCN(c2ccccn2)CC1,6,1,0.1,-2,-11,-5,nt,1
COCCNC(=O)C1(C)CCN(C(=O)c2cccc(C)c2C)C1 (stereo not given),5,-1,0.0,3,-6,nt,-1,4
Cc1ccc(OCCN(C)C(=O)c2cc(COc3ccc(F)cc3F)on2)cc1,-15,2,-0.1,-9,-10,-1,0,-4
C[C@@H]1CCCCO[C@@H](CN(C)C(=O)Nc2ccc(F)cc2)[C@H](C)CN([C@@H](C)CO)C(=O)c2cc(NS(=O)(=O)c3cn(C)cn3)ccc2O1,0,3,-0.2,-14,2,3[16.7 µM],2,0
CC(=O)NC1C(c2nc3ccccc3s2)=C(c2ccccc2)C(=O)N1c1ccc(C)cc1 (stereo not given),4,-1,nt,-3,nt,-17,nt,4
CC(C)NC(=O)N(C)C[C@@H]1Oc2cc(C3=CCCC3)ccc2S(=O)(=O)N([C@@H](C)CO)C[C@@H]1C,-1,54,-0.5,7,-11,1[16.7 µM],6,12
CCOC(=O)C1C(=O)NC(C(=O)OCC)(C(=O)OCC)C1C(C)CC (stereo not given),-6,7,-0.1,1,0,-2,-9,4
COc1ccc(/C=C2\SC(=O)N(CC(=O)Nc3cccnc3)C2=O)cc1OC,-3,-1,nt,-7,-4,8,-3,1
CC(=O)c1ccc([C@@H]2C[C@]34CN(Cc5cccc(C(F)(F)F)c5)S(=O)(=O)[C@H]3C[C@H]2O4)cc1,3,2,0.5,nt,nt,-5,nt,0
S=c1nc(-c2ccccc2Cl)[nH][nH]1,0,0,?,nt,-19,-6,4,5
Cc1ccc(S(=O)(=O)NCCCCCC(=O)N(C)C)cc1,-8,4,nt,-7,nt,-1,nt,2
COC(=O)C[C@H]1CC[C@@H]2[C@H](COc3ccc(NC(=O)Nc4ccc(C)cc4)cc3C(=O)N2C)O1,3,1,0.0,2,-3,0[16.7 µM],-2,0
O=C(c1cnccn1)N1CC(=O)N2[C@@H](CO)[C@H](c3ccc(C#CC4CCCCC4)cc3)[C@@H]2C1,nt,nt,-0.1,12,13,nt,-1,nt
C[C@@H]1CN([C@H](C)CO)C(=O)Cc2cc(NS(C)(=O)=O)ccc2O[C@H]1CN(C)S(=O)(=O)c1cn(C)cn1,3,0,389*,2,nt,5[16.7 µM],nt,-1
COc1cc(OC)c2c(-c3cccc(-c4ccc(OC(F)(F)F)cc4)c3)cc(=O)oc2c1,-5,3,0.2,-2,3,-9,1,3
SMILES,RAD54 inh,Cneo AK release,E-selectin induc,PGC1a acetyl inh,RAD52 inh,miR122 inh,ERAP1 inh,PglD inh
CCNC(=O)C[C@@H]1CC[C@H]2[C@H](COc3ccc(NC(=O)Nc4ccc(C)cc4)cc3C(=O)N2C)O1,0,44,-0.1,3,2,3[16.7 µM],-3,-3
CCCC(=O)N1CCC1(C)C(=O)NS(=O)(=O)c1cc2c(cc1C)CCCS2(=O)=O (stereo not given),-7,-5,-0.1,-10,-10,-3,5,6
O=C(CSc1nc2cc(Cl)ccc2s1)c1cc2ccccc2o1,-3,7,nt,14,-21,3,2,3
Cc1ccc(NC(=O)CCNS(=O)(=O)c2ccc3c(c2)oc(=O)n3C)cc1,4,-4,nt,-15,nt,3,nt,-2
CCN(CC)C(=S)Nc1ccc([N+](=O)[O-])cc1,9,0,nt,-6,nt,47,nt,3
Cc1ccc(NC(=O)c2onc(C)c2Cl)cc1,-1,-2,0.2,-1,-3,4,2,-5
Cc1ccc(C(=O)N2CCOCC2)cc1S(=O)(=O)N1CCOCC1,-6,5,-0.1,nt,-166,-1,1,-2
CC(=O)NC(C)(c1ccccc1)c1nc(-c2cncnc2)cs1 (stereo not given),-3,1,-1.0,-9,7,-2,2,2
Cc1cc(C)nc(NC(=O)CSc2nn(C)c(=S)s2)n1,2,1,nt,6,nt,-5,nt,-4
O=C(NNC(=O)C(O)c1ccccc1)NC1CCCCC1 (stereo not given),5,3,0.1,nt,2,-4,-4,0
CC(=O)Nc1ccc(N/C=C/C(=O)C(C)(C)C)cc1,-10,-1,nt,10,nt,4,nt,-4
CN(Cc1ccccc1NS(=O)(=O)c1ccc2ccccc2c1)C1CCCCC1,-1,-2,2.5,-15,-12,22,4,-2
CCOC(=O)[C@@H]1[C@H]2COc3ccccc3[C@@H]2N2C(=O)N(c3ccc(OC)cc3)C(=O)[C@]12C,14,0,-0.1,-2,-8,1,3,5
Cc1cccc(N2CCN(c3nc(C)cc(C)c3C#N)CC2C)c1 (stereo not given),-17,-2,-0.1,-2,-28,-2,-3,0
Cc1ccc(S(=O)(=O)N(C)C[C@@H]2OCCCC[C@H](C)Oc3ccc(NC(=O)NC4CCCCC4)cc3C(=O)N([C@H](C)CO)C[C@@H]2C)cc1,-12,2,-0.2,8,-6,-1[16.7 µM],0,-2
COC(=O)c1ccccc1NC(=O)COc1ccc(S(=O)(=O)NC(C)C)cc1,-7,1,nt,-7,-11,4,1,-4

# Reprinted at random: four entries already listed
SMILES,RAD54 inh,Cneo AK release,E-selectin induc,PGC1a acetyl inh,RAD52 inh,miR122 inh,ERAP1 inh,PglD inh
Cc1ccc2nc(-c3ccccc3C)oc(=O)c2c1,-1,0,nt,nt,-15,nt,0,-1
Cc1cccc(C(=O)N/C(=C/c2ccco2)C(=O)N2CCCCCC2)c1,-11,-1,nt,-12,-38,3,0,-5
CC(=O)Nc1ccc(N/C=C/C(=O)C(C)(C)C)cc1,-10,-1,nt,10,nt,4,nt,-4
C[C@@H]1CN([C@H](C)CO)C(=O)c2cc(N(C)C)ccc2O[C@@H]1CN(C)Cc1ccc(C(=O)Nc2ccccc2N)cc1,-2,1,nt,7,7,220*[16.7 µM],-1,1
